Compound activity (PubChem)
m5-HT2A agonist = agonists of mouse serotonin 5-HT2A receptor (HTR2A); P35363; activation, % at 7.6 µM; CHO-K1 mHTR2A beta-arrestin complementation, luminescence; percent of 30 µM serotonin response; 0.66% of 360,000 active;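 active means activation above a run cutoff, the mean activation of all tested compounds plus 3 SD, cut at about 14% in these data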;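 further: 0% = plate median of compound wells and 100% = 30 µM serotonin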
ABHD5 PLIN5 PPI = blocks binding of human ABHD5 to perilipin-5. Q00G26+Q8WTS1. Split G. princeps luciferase complementation, luminescence, 4 h. inhibition, % at 4 µM. 0.78% of 360,000 active;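 active means inhibition above the mean inhibition across every tested compound plus 3 SD, cut at about 22% in these data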;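 further: 0% = DMSO only wells and the 100% control is not disclosed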
Target sequence (Q00G26 whole entry, looked up): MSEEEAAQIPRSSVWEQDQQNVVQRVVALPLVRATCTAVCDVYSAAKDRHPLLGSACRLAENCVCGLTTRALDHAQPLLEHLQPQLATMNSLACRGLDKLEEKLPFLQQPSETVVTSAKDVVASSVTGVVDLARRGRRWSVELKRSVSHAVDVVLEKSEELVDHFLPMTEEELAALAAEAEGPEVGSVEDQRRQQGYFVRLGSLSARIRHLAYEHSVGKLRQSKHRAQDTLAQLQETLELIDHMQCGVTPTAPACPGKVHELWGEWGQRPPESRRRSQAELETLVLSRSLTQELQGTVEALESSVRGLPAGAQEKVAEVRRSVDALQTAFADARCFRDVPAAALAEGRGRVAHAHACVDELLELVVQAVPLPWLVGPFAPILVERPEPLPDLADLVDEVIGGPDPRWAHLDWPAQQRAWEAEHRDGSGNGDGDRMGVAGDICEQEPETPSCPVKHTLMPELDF
Target sequence (Q8WTS1 whole entry, looked up): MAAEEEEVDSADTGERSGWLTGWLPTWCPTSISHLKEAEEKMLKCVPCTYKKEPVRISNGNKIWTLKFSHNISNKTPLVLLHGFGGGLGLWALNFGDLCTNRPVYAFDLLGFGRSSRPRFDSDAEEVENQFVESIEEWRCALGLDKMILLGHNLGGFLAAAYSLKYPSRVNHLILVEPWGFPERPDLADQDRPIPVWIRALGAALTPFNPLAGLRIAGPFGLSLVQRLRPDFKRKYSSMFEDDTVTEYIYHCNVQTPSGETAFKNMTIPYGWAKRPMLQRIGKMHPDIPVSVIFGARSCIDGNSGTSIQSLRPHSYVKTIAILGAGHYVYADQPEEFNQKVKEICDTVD
aDG glyco act = increases alpha dystroglycan glycosylation; Pro5-aDG cells, alpha-DG glycosylation AlphaScreen (IIH6); 0% Pro5, 100% B10-LARGE cell signal; AID 624168; 0.22% of 360,000 active; activation, % at 10 µM;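 active means activation of at least 8% versus controls, or a plate z-score of at least 8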;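 further: Pro5 are CHO cells carrying HIG-tagged alpha-DG that lacks glycosylation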
MC4R antagonist = antagonists of human melanocortin 4 receptor (MC4R); P32245; MC4R-expressing cells, MTII-stimulated cAMP, LANCE TR-FRET; 0.48% of 360,000 active; inhibition, % at 6.5 µM; AID 540295;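 active means inhibition above its plate's cutoff, the mean of tested wells on that plate plus 3 SD, cut at about 29% in these data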;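 further: 0% = Melanotan II alone and 100% = Melanotan II plus saturating MCL0020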
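system = U2OS cells with stable human MC4R expression | also added = Melanotan II challenge after compound preincubation | dosing = one concentration, 6.5 µM nominal | incubation = compound 30 min, challenge 1 h, detection 1 h | measured by = TR-FRET with Eu-cAMP and labeled anti-cAMP, 671 nm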
iPSC survival up = hiPSC single-cell survival enhancement. ATPlite luminescence; 100% = ROCK inhibitor wells, 0% = DMSO. survival enhancement, % at 20 µM. 0.044% of 360,000 active. AID 602274; in the data active means survival enhancement above about 18%;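 further: cells exposed to compounds for 16 hours before the ATP read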
Glyco luc inh = N-linked glycosylation inhibition. 0.23% of 360,000 active. AID 588692. reporter increase, % at 12.5 µM. D54 ERlucT glycosylation luciferase reporter, 24 h; percent of 100 nM tunicamycin response;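 active means mean luciferase reporter signal, scaled so untreated is 0 and the glycosylation-blocking control 100, at or above a set limit in every replicate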;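 further: luciferase carries N-glycosylation sites so blocking glycosylation raises the light; 0% = median of neutral control wells and 100% = median of 100 nM tunicamycin wells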
Exocytosis inh = blocks lytic granule exocytosis | inhibition, % at 10 µM | 0.66% of 360,000 active | AID 651702 | TALL-104 LAMP-1 surface exposure, flow cytometry; cells stimulated with thapsigargin and PMA;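 active means inhibition above about 55%, limit read from the data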
MC4R ag barr = activates human MC4R beta-arrestin recruitment | P32245 | U2OS MC4R beta-arrestin complementation, luminescence; percent of melanotan II response, DMSO zero | activation, % at 8.9 µM | 0.98% of 360,000 active;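 active means activation above a per-plate cutoff, the mean activation of sample wells on that plate plus 3 SD, cut at about 8% in these data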
H9c2 protect = myocardial damage modulation in H9c2 cells | 0.63% of 360,000 active | protection from H2O2 cell death, % at 20 µM | H9c2 cardiomyocytes, H2O2 injury protection, ATPLite, 2 h;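 active means compounds giving at least 50% protection of heart cells from peroxide-induced death in the single-dose screen, raw or plate-pattern-corrected value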;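 further: 0% = DMSO wells with peroxide and 100% = DMSO wells without peroxide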
ABCB6 inh 2 = inhibitors of human ABC transporter ABCB6. K562-ABCB6 porphyrin accumulation, flow cytometry, 1 h; active compounds read low. fluorescence ratio to DMSO, % at 10 µM. 0.19% of 360,000 active;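 active means fluorescence ratio to DMSO below 75%, the collection mean minus 3 SD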;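 further: signal is porphyrin accumulated inside mitochondria; 100% equals median channel fluorescence of DMSO control wells; lower ratio means ABCB6 inhibition with less porphyrin fluorescence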
Numbers without * were called inactive; . = not tested or not shown.

SMILES | m5-HT2A agonist | ABHD5 PLIN5 PPI | aDG glyco act | MC4R antagonist | iPSC survival up | Glyco luc inh | Exocytosis inh | MC4R ag barr | H9c2 protect | ABCB6 inh 2
Cc1ccc(C(=O)NNC(=S)Nc2cccc(Cl)c2Cl)cc1[N+](=O)[O-] | 5.5 | -3.1 | -0.2 | 19.4 | -0.3 | 0.5 | -1.7 | -1.8 | -3.8 | 94.0
COC(=O)c1ccc2cc(C)cc(C)c2n1 | 4.1 | -5.4 | -0.1 | . | -1.4 | 2.3 | -1.7 | . | -2.3 | 104.0
CCc1[nH]nc(C(=O)N2CCCC(CNS(=O)(=O)c3cccs3)C2)c1C (stereo not drawn) | 4.6 | -2.5 | 0.1 | 1.5 | -1.4 | -1.1 | -1.0 | -3.1 | 0.4 | 92.0
CCc1sc(N(C(=O)Cc2ccccc2)c2cccc(F)c2)nc1-c1ccc(C)cc1 | -4.1 | 3.5 | -0.1 | -1.7 | 1.7 | -7.7 | 5.1 | -0.3 | 2.2 | 94.0
O=C(NCc1ccco1)C(c1ccccc1)N(Cc1ccccc1)C(=O)Cn1nnc2ccccc21 (stereo not drawn) | 8.2 | -1.3 | 0.1 | 6.9 | -1.5 | -3.5 | 1.6 | -1.4 | 13.6 | 93.0
COc1cccc(-c2cnc(C(O)c3cccc(OC)c3)[nH]2)c1 (stereo not drawn) | -4.5 | 4.5 | -0.3 | 12.1 | 1.0 | 2.6 | -4.4 | -0.1 | -0.2 | 99.0
COc1cc(C(C)=O)ccc1OCC(=O)NC(=O)Nc1ccc(C)cc1C | -2.5 | -6.9 | 0.1 | 8.5 | 1.4 | 1.5 | -7.0 | 0.6 | -6.0 | 102.0
COc1cc(NC(=O)c2ccc(F)cc2)c(OC)cc1Cl | 3.6 | -2.2 | 0.3 | -1.3 | -1.3 | . | -1.9 | -1.1 | 3.0 | 92.0
CCCn1ncc(/C=N/O)c1C | -0.5 | 3.4 | -0.1 | 7.3 | 0.5 | -4.5 | -0.7 | -0.4 | -3.9 | 99.0
OC(CNCC#Cc1ccccc1)c1ccccc1 (stereo not drawn) | -0.2 | 2.8 | -0.2 | 13.9 | 0.2 | -0.1 | -2.3 | 1.1 | 3.2 | 99.0
O=C(Cn1c(=O)sc2ccccc21)NCc1ccco1 | 1.4 | 7.1 | -0.1 | 10.1 | -1.2 | -1.1 | -2.2 | -0.8 | 2.9 | 146.0
OC(c1ccc(F)c(F)c1)c1nc(-c2csc3ccccc23)cs1 (stereo not drawn) | 2.9 | 4.9 | 0.2 | 6.1 | 6.6 | 1.0 | 7.2 | 2.9 | -8.1 | 100.0
Cc1noc(C)c1C(=O)OCC(=O)N(C)C1(C#N)CCCCC1 | -3.5 | -2.8 | 1.9 | 5.8 | -1.4 | -0.4 | 9.3 | -0.7 | -1.3 | 91.0
CC(C)(C)c1ccc(C(=O)N/N=C2\C3CN4CCN(C3)CC2(c2ccccc2)C4)cc1 | -0.6 | -10.0 | 0.0 | 3.1 | 1.6 | 0.7 | -1.1 | 4.0 | 0.5 | 98.0
CN1N=C(c2ccc(F)c(F)c2)CSC1=NCc1ccccc1 | -1.4 | 1.6 | -0.1 | 6.2 | 0.3 | 2.0 | 0.1 | 0.1 | -2.5 | 96.0
CCn1c(C)nc2cc(S(=O)(=O)N3CCCCC3)ccc21 | -1.5 | 3.5 | 1.0 | 0.6 | -1.0 | -1.9 | -1.7 | -1.7 | -10.9 | 90.0
Oc1ccc2ccccc2c1CNn1cnnc1 | 0.0 | 5.9 | -0.1 | 4.5 | 2.5 | -1.1 | 1.5 | -1.1 | 3.6 | 102.0
Cc1cccn2c(=O)c3cc(C(=O)NC4CCCC4)n(C)c3nc12 | -0.7 | 6.1 | 0.0 | 7.4 | -0.5 | 22.2 | -6.2 | -1.6 | 29.0 | 99.0
Cc1cc(NC(=O)CSc2nnc(C(C)N(C)C)n2Cc2ccccc2)no1 (stereo not drawn) | -5.3 | -6.1 | -0.2 | -0.6 | -2.6 | 1.0 | 3.0 | -2.7 | 1.1 | 85.0
CC(Sc1ccc(Cl)cc1)C(=O)NCc1cccnc1 (stereo not drawn) | 6.4 | 7.3 | 0.0 | 3.5 | -1.5 | 1.5 | 4.3 | 2.1 | -0.6 | 93.0
CCn1nc(C)c(/C=N/NC(=O)Cn2nnnc2N)c1C | -1.7 | -0.4 | -0.1 | 17.0 | -0.6 | 3.0 | -5.7 | 1.2 | 0.2 | 103.0
O=S(=O)(c1ccc(Oc2ccc(S(=O)(=O)N(CCO)CCO)cc2)cc1)N(CCO)CCO | 2.3 | -4.5 | 0.0 | -0.6 | -1.0 | 2.6 | -0.8 | -0.8 | 1.1 | 100.0
Cc1ccccc1Oc1nnc(-c2cccs2)c2ccccc12 | 3.2 | -5.3 | 0.6 | 4.7 | 2.0 | -1.8 | 1.1 | 0.3 | -12.1 | 99.0
O=C(NCc1ccco1)C1c2ccccc2Oc2ccccc21 | 8.7 | 7.5 | -0.2 | 0.8 | 0.3 | -3.8 | 0.2 | -0.6 | 4.0 | 103.0
O=C(Nc1ccc(Cl)cc1F)C1CC1c1ccccc1 (stereo not drawn) | -5.3 | -4.7 | -0.1 | 0.2 | -0.3 | -3.4 | -1.2 | 0.9 | -9.4 | 96.0

Rewritten as comma-separated lines: part of the list above
Structure,m5-HT2A agonist,ABHD5 PLIN5 PPI,aDG glyco act,MC4R antagonist,iPSC survival up,Glyco luc inh,Exocytosis inh,MC4R ag barr,H9c2 protect,ABCB6 inh 2
CCCn1ncc(/C=N/O)c1C,-0.5,3.4,-0.1,7.3,0.5,-4.5,-0.7,-0.4,-3.9,99.0
OC(CNCC#Cc1ccccc1)c1ccccc1 (stereo not drawn),-0.2,2.8,-0.2,13.9,0.2,-0.1,-2.3,1.1,3.2,99.0
CC(C)(C)c1ccc(C(=O)N/N=C2\C3CN4CCN(C3)CC2(c2ccccc2)C4)cc1,-0.6,-10.0,0.0,3.1,1.6,0.7,-1.1,4.0,0.5,98.0
CC(Sc1ccc(Cl)cc1)C(=O)NCc1cccnc1 (stereo not drawn),6.4,7.3,0.0,3.5,-1.5,1.5,4.3,2.1,-0.6,93.0

Remaining list, next part:
SMILES | m5-HT2A agonist | ABHD5 PLIN5 PPI | aDG glyco act | MC4R antagonist | iPSC survival up | Glyco luc inh | Exocytosis inh | MC4R ag barr | H9c2 protect | ABCB6 inh 2
CCN(CC(=O)NCc1cccs1)C(=O)c1ccccc1F | -4.7 | -9.3 | -0.1 | 11.1 | -0.3 | -2.7 | -3.6 | -1.9 | 2.1 | 100.0
Oc1ccc(NCc2cccc(OCc3ccc(F)cc3)c2)cc1 | 7.1 | -16.6 | 0.9 | 0.7 | -0.8 | 14.4 | 4.7 | -4.8 | -16.2 | 95.0
CC1Cc2ccccc2N1S(=O)(=O)c1cccc(C(=O)OCC(=O)NCc2ccco2)c1 (stereo not drawn) | -6.4 | -8.0 | 0.0 | 27.6 | -0.7 | -1.7 | -4.3 | 1.0 | -6.4 | 96.0
O=C(CN(C(=O)CNC(=O)c1ccco1)c1ccccc1F)NC1CCCCC1 | 5.4 | 11.7 | 0.2 | 1.6 | 0.1 | 0.0 | -8.2 | 2.0 | 4.5 | 101.0
Cc1cccc(-n2c(CNC(=O)c3cccc([N+](=O)[O-])c3C)n[nH]c2=S)c1 | 1.6 | -3.6 | 0.1 | 11.8 | -1.2 | 3.8 | 0.9 | -2.1 | 7.0 | 104.0
CN(C)C/C=C/C(=O)Nc1cccc(-c2c[nH]c3ncnc(Oc4ccc(NC(=O)CC(=O)Nc5ccc(F)cc5)cc4F)c23)c1 | -9.9 | 23.7* | -0.5 | 8.0 | -0.2 | -1.0 | -32.8 | -0.7 | 1.3 | 96.0
O=C(N/N=C/c1ccc(O)c(O)c1)c1ccc(-n2cnnn2)cc1 | 3.6 | 4.0 | 0.2 | 1.0 | -0.6 | -0.6 | -2.4 | -1.6 | 5.8 | 96.0
CCc1cc(=O)oc2c3c(cc(OCC(=O)NCCCOC)c12)OC(C)(C)CC3 | -2.2 | 10.9 | -0.1 | 18.4 | 0.1 | 3.0 | -11.2 | -0.5 | -1.6 | 100.0
COc1cccc(C(=O)NCCS(=O)(=O)N2CC(C)CC(C)C2)c1 (stereo not drawn) | -7.8 | -8.8 | -0.2 | 14.7 | 0.4 | 1.7 | 10.9 | -2.1 | -2.7 | 92.0
Cc1cc([N+](=O)[O-])ccc1NC(=O)c1cc2ccccc2o1 | -2.8 | -11.6 | 0.1 | -0.1 | -0.7 | 1.2 | 5.1 | 1.6 | -0.1 | 96.0
Cc1ccc(C)c(S(=O)(=O)N(C)C2(C)CCS(=O)(=O)C2)c1 (stereo not drawn) | 8.1 | 3.5 | 0.2 | 9.2 | -0.4 | 3.3 | 1.6 | -2.7 | -0.2 | 103.0
O=c1[nH]nc(CNc2ccc(OC(F)(F)F)cc2)c2ccccc12 | 0.3 | -7.3 | 4.0 | 15.2 | 4.8 | -0.8 | 9.2 | 3.2 | 38.0 | 98.0
C[C@@H]1CN([C@H](C)CO)C(=O)c2cc(NC(=O)Nc3ccc(C(F)(F)F)cc3)ccc2O[C@H]1CN(C)S(=O)(=O)c1ccc(Cl)cc1 | -2.5 | 0.5 | 0.6 | -6.7 | -2.7 | -11.9 | 3.7 | -1.3 | -10.9 | 101.0
Cc1ccc(S(=O)(=O)Cn2nnnc2C(C(C)C)N2CCN(C(=O)c3ccco3)CC2)cc1 (stereo not drawn) | -2.4 | -0.8 | 0.2 | 7.0 | -1.9 | 2.1 | -0.8 | -2.5 | 6.5 | 102.0
CC(C)[C@H](NC(=O)c1ccco1)C(=O)N(C)Cc1c(F)cccc1Cl | -4.2 | -3.7 | 0.1 | 6.8 | 0.2 | -1.6 | -6.4 | -1.2 | -1.3 | 93.0
O=C(NCCC1=CCCCC1)C(=O)NCC1OCCCN1S(=O)(=O)c1ccccc1 (stereo not drawn) | 0.6 | -3.1 | 0.1 | 8.7 | 0.1 | 0.6 | -1.6 | -1.1 | -4.9 | 97.0
COc1cc(OC)cc(-c2c(-c3ccc(F)cc3)c3cc(-c4cccc5[nH]ccc45)ccc3n2C)c1 | 0.1 | -13.7 | -0.2 | -0.1 | -1.1 | -9.1 | 8.7 | 0.9 | -6.6 | 100.0
CCCOC(=O)Nc1ccc(S(=O)(=O)Nn2cnnc2)cc1 | -1.2 | -3.8 | 0.0 | 0.0 | 7.4 | 0.9 | -1.1 | -1.6 | 2.8 | 104.0
CC(C)(C)OC(=O)NNC(=O)C12CC3CC(CC(C3)C1)C2 | 0.8 | -2.1 | 1.9 | 1.4 | -0.9 | 1.7 | -1.7 | -1.2 | 7.2 | 99.0
CCCCN1C[C@H](Cc2ccccc2)[C@@H](CC(=O)Nc2ccc(OC)cc2)C1=O | 0.1 | 4.7 | -0.3 | 7.5 | 0.0 | 1.9 | -1.0 | -1.0 | 13.6 | 100.0
Cc1ccc(S(=O)(=O)N2CCN(C(=O)C3CCN(c4ncnc5sc(C)c(C)c45)CC3)CC2)c(C)c1 | 1.3 | 6.4 | 4.2 | 0.7 | -2.2 | 2.0 | -4.4 | -0.6 | -25.2 | 64.0*
CCCCCCCCNc1ncnc2[nH]ncc12 | -3.0 | 3.7 | 4.4 | 2.1 | 0.3 | -2.0 | 5.8 | -0.5 | -13.9 | 85.0
